# core dimer inh: inhibitors of HCV core protein dimerization, primary screen, biochemical, TR-FRET, high-throughput | inhibition, % at 5 µM | AID 1899, 2009 | TR-FRET GST/Flag-core106 dimerization, 1536-well | 0.33% of 300,000 active;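 active means inhibition above the mean of all tested compounds plus 3 SD, set per screening campaign, cut at about 45% in these data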
#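 test system = GST/Flag-tagged HCV core106 proteins | probe or stimulus = Eu donor and XL665 acceptor anti-tag antibodies | times = compound-protein-antibody incubation 4 h at 22.5 °C | signal = TR-FRET, excitation 340 nm, emission 617 and 671 nm | measure = percent inhibition of core106 dimerization signal | controls = wells lacking GST-core106 and wells with excess unlabelled core106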
# LYPLA2 counter: LYPLA2 inhibitors, primary screen, counter-screen for PME1 inhibitor project, biochemical, fluorescence polarization, FP-Rh probe ABPP; recombinant LYPLA2; inhibition, % at 5.9 µM; 0.38% of 320,000 active;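 active means inhibition above the screen-wide mean plus 3 SD, limit set per campaign, cut at about 26% in these data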;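 further: 0% = LYPLA2 with DMSO and 100% = wells lacking LYPLA2 enzyme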
# PREPL inhibitor: PREPL enzyme inhibitors, primary screen, biochemical, fluorescence polarization. Prolyl endopeptidase-like (Homo sapiens), Q4J6C6. recombinant PREPL, fluorescence polarization activity-based probe. inhibition, % at 5.96 µM. 0.68% of 320,000 active; in the data active means inhibition above about 43%;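 further: 0% = enzyme with DMSO and 100% = wells lacking enzyme; many of its hits are not listed in these tables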
# Efflux pump mplx: inhibitors of Candida efflux pumps in yeast, primary screen, S. cerevisiae, Nile Red, multiplex | 0.44% of 330,000 active | inhibition, % at 10 µM | S. cerevisiae Candida pump triplex;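 active means plate passing quality check with inhibition over a set limit, or well fluorescence over plate mean plus 4 SD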;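 further: Nile Red retained in pooled yeast measured as flow cytometry median fluorescence; 0% = buffer negative control and 100% = Enniatin B positive control; higher means more Nile Red kept so more efflux inhibition; some compounds called inactive have numbers as strong as hits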
# PP1 inh: PP1-alpha phosphatase inhibitors, primary screen, counter-screen for PP5 inhibitor project, biochemical, fluorescence, OMFP substrate, single point; inhibition, % at 6.7 µM; purified PP1alpha; Serine/threonine-protein phosphatase PP1-alpha catalytic subunit (Homo sapiens), P62136; AID 2235, 2010; 0.9% of 320,000 active;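 active means inhibition above the mean inhibition of all tested compounds plus 3 SD, computed separately for each screening campaign, cut at about 15% in these data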
# Target sequence (P62136 whole entry, looked up): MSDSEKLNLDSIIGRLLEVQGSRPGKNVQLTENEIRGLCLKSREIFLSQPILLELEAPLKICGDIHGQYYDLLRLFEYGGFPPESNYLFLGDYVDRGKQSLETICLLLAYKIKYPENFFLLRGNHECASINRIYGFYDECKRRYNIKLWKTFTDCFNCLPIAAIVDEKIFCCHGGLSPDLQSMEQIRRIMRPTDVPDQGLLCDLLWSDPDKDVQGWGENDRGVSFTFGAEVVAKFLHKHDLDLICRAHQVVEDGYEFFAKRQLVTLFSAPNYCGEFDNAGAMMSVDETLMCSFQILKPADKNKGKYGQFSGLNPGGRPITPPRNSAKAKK
# GASC-1 inh: inhibitors of GASC-1 histone demethylase, primary screen, biochemical, fluorescence, DELFIA europium; inhibition, % at 2.35 µM; AID 2099, 2009; GST-JMJD2C(1-420) H3K9me3 demethylation; 0.069% of 330,000 active; Lysine-specific demethylase 4C (Homo sapiens), Q9H3R0;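 active means more than half of a compound's replicate wells show inhibition beyond 50%, single wells judged on their own value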;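 further: signal counts dimethyl H3K9 product captured on neutravidin plate; 0% = median of DMSO wells and 100% = 0.3 times that DMSO median; strong numbers were not always called active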
# Target sequence (Q9H3R0 1-420 limits assumed): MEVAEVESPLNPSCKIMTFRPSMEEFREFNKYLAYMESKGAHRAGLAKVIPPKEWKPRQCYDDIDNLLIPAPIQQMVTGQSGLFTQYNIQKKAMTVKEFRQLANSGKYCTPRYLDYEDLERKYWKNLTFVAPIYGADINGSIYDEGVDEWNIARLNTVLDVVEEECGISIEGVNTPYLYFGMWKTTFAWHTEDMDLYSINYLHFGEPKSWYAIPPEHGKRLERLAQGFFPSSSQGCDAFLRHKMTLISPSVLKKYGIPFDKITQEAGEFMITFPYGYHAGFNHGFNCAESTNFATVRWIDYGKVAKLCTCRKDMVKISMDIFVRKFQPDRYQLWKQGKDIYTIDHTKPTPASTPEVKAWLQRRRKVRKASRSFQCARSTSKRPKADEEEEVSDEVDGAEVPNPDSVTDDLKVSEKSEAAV
# CTSL1 counter: Fasciola hepatica cathepsin L1 inhibitors, primary screen, counter-screen for PFM18AAP inhibitor project, biochemical, QFRET, fluorogenic peptide substrate. recombinant F. hepatica cathepsin L1, Z-Leu-Arg-MCA fluorescence. inhibition, % at 5.96 µM. 0.49% of 300,000 active. AID 1906, 2009;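 active means inhibition above the mean of all tested compounds plus 3 SD, set per screening campaign, cut at about 17% in these data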;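 further: 0% = plate median of test compound wells and 100% = 1 µM Z-Phe-Ala-diazomethylketone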
# TPT1 inh: Candida albicans TPT1 enzyme inhibitors, primary screen, biochemical, fluorescence polarization; recombinant caTPT1, FP RNA substrate dephosphorylation; inhibition, % at 5 µM; 0.81% of 300,000 active;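 active means inhibition above the mean of all tested compounds plus 3 SD, set per screening campaign, cut at about 24% in these data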;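 further: plate controls were DMSO alone for no effect and ferristatin control at 100 nM for full effect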
# PP5 primary: PP5 phosphatase inhibitors, primary screen, biochemical, fluorescence; purified PP5c, OMFP substrate fluorescence; Serine/threonine-protein phosphatase 5 (Homo sapiens), P53041; 0.18% of 320,000 active; AID 1987, 2009; inhibition, % at 6.7 µM;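 active means inhibition above the campaign's mean inhibition across all tested compounds plus 3 SD, cut at about 9.5% in these data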;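 further: 0% = DMSO only and 100% = 100 µM cantharidin control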
# Active calls of the source: *; x = not tested or not shown; & = joins results of further samples. This is a subset; rates above refer to the full screens.
SMILES,core dimer inh,LYPLA2 counter,PREPL inhibitor,Efflux pump mplx,PP1 inh,GASC-1 inh,CTSL1 counter,TPT1 inh,PP5 primary
Cc1nc(S(=O)(=O)Cc2ccccc2Cl)nc2c1CCC2,-4,-1,22,-0.3,-3,0,1,-3,1.3
CNc1snc(C)c1C(=O)OCC(=O)c1ccc(Cl)cc1,x,9,2,0.1,4,2,x,x,3.1
CC(=O)N(C)c1ccc(NC(=O)c2cnn(C)c2)cc1,0,5,-2,0.1,-3,10,-3,4,2.9
O=C(CN1C(=O)c2ccc([N+](=O)[O-])cc2C1=O)NCC1CCCO1 (stereo not given),-1,1,2,0.0,-4,-25,-2,0,-0.3
C/C(CC(=O)Nc1cc(C)ccn1)=N\NC(=O)c1ccncc1,-8,-1,8,-0.1,-1,8,1,-2,1.7
COc1cccc(C2=CC(c3cccc(OC)c3OC(F)F)n3nnnc3N2)c1 (stereo not given),9,0,-48,0.6,6,5,-5,-2,1.3
Cc1ccc(C(C(=O)NCc2ccccc2)N(Cc2ccco2)C(=O)c2snc(C(N)=O)c2N)o1 (stereo not given),7,-1,0,-0.1,-1,-6,2,-3,3.5
Cc1ccc(S(=O)(=O)N(C)CC(=O)Nc2ccccc2)cc1,2,2,-19,-0.1,-2,4,-2,-3,2.2
COc1ccc(OC)c(NC(=O)C(Sc2ccccc2)c2ccccc2)c1 (stereo not given),14,-2,6,0.3,-4,-7,2,-1,3.4
Cc1cc2c3c(c1)C(C)CC(C)(C)N3C(=O)C2=O (stereo not given),2,6,-5,0.0,1,5,0,-1,0.6
CCn1c(C(C)NC(=O)Cc2ccccc2)nc2ccccc21 (stereo not given),1,4,1,-0.1,2,-2,1,-2,1.1
Cc1ccc(NCc2nnc(SCC(=O)N3c4ccccc4Sc4ccccc43)o2)c(C)c1,10,-11,9,-0.2,6,0,-1,-4,4.0
COc1cccc(NC(=O)C(Sc2nnc3ccccn23)c2ccccc2)c1 (stereo not given),-10,-9,6,0.0,6,5,0,-1,3.4
Cc1nn(C(C)CC(=O)O)c(C)c1Br (stereo not given),-5,4,2,0.0,-2,-7,5,-1,-0.5
CCN(CC(=O)Nc1ccc2c(c1)OCCO2)S(=O)(=O)c1ccccc1,-2,6,13,0.2,-3,-4,-2,-1,0.2
CCOC(=O)c1c(C)n(C)c2cc(OCCN(CC)CC)ccc12,4,7,-4,-0.1,2,-2,-4,-2,0.8
CCOCCCNC(=O)c1c(C)[nH]c(C(=O)OCC)c1C,1,3,12,0.0,-8,0,1,-2,1.9
COc1ccc(CN2CCN(C(C)C)C(CCO)C2)cc1Cn1cncn1 (stereo not given),-3,-4,4,-0.1,-1,2,1,-4,0.5
C[N+]1(CCCCSc2ccc(O)cc2)CCCCC1,-6,-1,20,1.0,-1,-4,0,4,-1.5
CC(C)c1ccc(O)c(NC(=O)c2cncc(Br)c2)c1,2,-7,-2,0.0,-1,8,2,2,-1.0
O=C(Nc1ccccc1C(=O)N1CCOCC1)C1CCCO1 (stereo not given),-1,5,-3,0.1,-3,5,-3,-5,1.2
CCc1c(C)sc(NC(=O)c2ccco2)c1C(=O)N1CCOCC1,0,-1,0,0.1,-3,2,2,-2,1.0
O=c1c(Cc2c(F)cccc2Cl)c(O)ccn1C1CC1,-7,-3,-4,-0.1,2,-6,-3,-3,-4.2
Cc1cc(C)cc(N(C(=O)c2sc(C)nc2C)C(C(=O)NCc2ccco2)c2ccccc2)c1 (stereo not given),10,0,12,0.1,3,8,-12,1,1.9
COc1ccc2[nH]c(=O)c(CNc3ccccc3)cc2c1,5,-5,17,0.0,1,1,2,-5,1.0
COc1cccc(N(CC(=O)Nc2cccc(C(C)=O)c2)S(C)(=O)=O)c1,-2,-2,-7,-0.2,-2,4,-1,1,2.1
O=S(=O)(NCc1csc(-c2cccnc2)n1)c1ccc2c(c1)OCCO2,0,-10,6,0.2,1,5,-2,1,2.5
CCCc1cc(=O)n2[nH]c(-c3cccc(Br)c3)cc2n1,8,1,8,0.1,2,8,-1,-1,2.0
COc1ccc(CCC(=O)N2CCc3ccccc32)cc1,-3,2,2,0.2,4,2,-1,-1,3.3
COc1ccc(C(=O)CC(=O)C(=O)Nc2ccc([N+](=O)[O-])cc2C)cc1,1,6,-2,0.0,1,-4,-1,3,0.7
CN(C(=O)Cn1nnc(-c2cccc(C(F)(F)F)c2)n1)C1CCCCC1,3,1,-6,0.0,-1,-2,0,1,1.0
Fc1ccc(COc2ccc(Cl)cc2/C=N/Nc2nc(N3CCCC3)nc(N3CCCC3)n2)cc1,3,-1,5,0.3,-3,2,-3,2,0.6
CCn1c(SCC(=O)Nc2sc3c(c2C#N)CCC(C(C)(C)C)C3)nnc1-c1ccco1 (stereo not given),3,-6,-2,-0.1,0,10,1,7,-2.3
Nc1c(S(=O)(=O)c2cccs2)c2nc3ccccc3nc2n1Cc1cccs1,3,-23,-6,-0.1,6,8,4,1,6.4
C=CCNC(=O)c1ccc(-c2ccc([N+](=O)[O-])cc2)o1,19,5,21,0.0,-2,5,9,0,-1.2
Cc1ccc(NC(=O)C2COc3ccccc3O2)cc1 (stereo not given),0,-4,18,0.5,-3,2,1,2,1.6
Cn1c(C(=O)N/N=C/c2ccccc2)cc2ccccc21,15,-1,4,-0.1,0,2,0,1,4.5
COc1cccc(NC(=O)CSc2nnc(-c3ccc(C)cc3)o2)c1,-11,-3,-7,-0.2,-1,-5,0,1,-0.3
COc1ccc(OC)c(C(=O)c2ccccc2)c1,1,-2,-12,0.2,-3,19,3,1,-1.4
CCN(CC(=O)Nc1c(F)cccc1F)C(=O)c1ccc(S(=O)(=O)N2CCCC2)cc1,-4,-2,11,0.1,-13,8,-1,1,4.6
O=c1c2[nH]c3ccccc3c2ncn1Cc1ccccn1,-3,3,5,0.0,4,13,-3,-5,-0.2
N#Cc1cccn1-c1nccc(-c2cccs2)n1,10,-2,-18,-0.1,-6,0,3,1,2.0
COc1ccc2oc(C(=O)OCC(=O)NCc3ccccc3OC)c(C)c2c1,5,-5,-4,-0.1,-4,3,0,2,-1.8
Cc1csc2c(C#N)c(=O)c3c(n12)CCC3,6,6,7,0.0,-2,1,-1,2,3.5
Cc1ccc(NC(=O)CSc2nc3ccccc3c(=O)n2CCCN2CCCCC2)cc1C,-6,5,19,0.1,-3,-6,-1,2,4.6
CC(C)C(c1nnnn1C1CCCC1)N1CCCc2ccccc21 (stereo not given),4,4,9,0.2,2,-13,0,-2,2.2
Cc1c(NC(=O)C(C)N(c2ccccc2)S(C)(=O)=O)c(=O)n(-c2ccccc2)n1C (stereo not given),1,-6,8,0.0,-1,-1,6,-2,1.6
COc1ccc(N(C)C(=O)CCC(=O)Nc2ccc3nc(N4CCOCC4)cc(C)c3c2)c(OC)c1,4,-3,28,0.0,0,5,-14,1,-0.1
C=CCn1c(SCC(=O)c2cc(C)n(C(C)COC)c2C)nc2sc(C)c(C)c2c1=O (stereo not given),4,-5,6,0.0,2,48&-2,1,1,2.6
CC1CCC(C(C)C)C(OCC[N+](C)(C)C)C1 (stereo not given),5,6,6,0.1,3,4,-4,-2,3.0
CC(OC(=O)c1ccc(Cl)cc1)C(=O)NCC1CCCCC1 (stereo not given),x,4,-2,0.0,-3,x,x,x,1.6
CC(=O)Nc1ccc(S(=O)(=O)c2ccc(C)cc2)cc1,-3,1,16,0.1,-2,0,7,-1,-1.3
OC(COc1ccccc1)CSc1ncn[nH]1 (stereo not given),-3,6,16,0.0,-3,27,1,-2,1.4
Fc1ccccc1-n1c(-c2ccc3ccccc3n2)n[nH]c1=S,6,2,-14,-0.1,-2,-12,1,1,1.1
CN1CCN(C/C(=C2/N=C(c3ccccc3)OC2=O)N(C)C)CC1,-4,0,22,0.0,2,-4,0,1,1.5
Oc1c(Br)cc(Br)cc1/C=N/N1CCN(Cc2ccccc2)CC1,-3,-1,-10,0.2,0,5,1,2,1.7
O=C(COC(=O)c1ccc(Cl)nc1)Nc1cccc(S(=O)(=O)N2CCCCC2)c1,x,-4,1,0.0,6,6,x,x,3.0
CCOc1ccc(NC(=S)N2CCc3cc(OC)c(OC)cc3C2COc2ccc3c(C)cc(=O)oc3c2)cc1 (stereo not given),21,-4,9,-0.1,8,7,6,-5,1.4
Cc1ccc(-n2c(-c3cccs3)nc3nc4ccccc4nc32)cc1,10,0,0,0.1,4,-1,4,-38,1.0

# Assay outcomes deposited in PubChem by several laboratories.
